p53ts 39C tox – qHTS Screen for Compounds that Selectively Target Cancer Cells with p53 Mutations: Cytotoxicity of p53ts Cells at the Nonpermissive Temperature. H1299-p53A138V viability at 39C, ATP luminescence, 24 h. Potency, µM (doses to about 46.1 µM), for inactives: at the highest dose activity change, negative = cell killing, hits mostly cytotoxic. hit rate 1.5% among 130,000. AID 902, 2007; also: nearly all actives have a fitted effect of over 55% in size
Imprint erasure – qHTS Assay for Compounds that Induce Erasure of Genomic Imprints; mouse ES Peg3-LacZ reporter, beta-gal luminescence, 40 h; Potency, µM (titrated, usually from 60.7 µM), for inactives: top-dose activity change, positive = activation, usual class: activators; hit rate 0.02% among 110,000;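 also: 0% = negative control wells on the plate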
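Gelatin-coated wells received 300 freshly trypsinized female ES cells with a Peg3LacZ-Neo reporter on the maternal allele, then incubated 40 hours at 37C. BetaGlo was added for 5 minutes at room temperature before a single luminescence read.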
p53ts 32C tox – qHTS Screen for Compounds that Selectively Target Cancer Cells with p53 Mutations: Cytotoxicity of p53ts Cells at the Permissive Temperature. H1299-p53A138V at 32C, ATP luminescence viability, 24 h. AID 924, 2007. Potency, µM (titrated, usually from 46.1 µM), for inactives: top-dose activity change, negative = cytotoxicity, usual class: cytotoxic. hit rate 0.93% among 130,000;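 also: 0% = DMSO and -100% = full killing by reference compound; nearly all actives have a fitted effect of over 55% in size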
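H1299-p53 A138V cells (temperature-sensitive p53) exposed 24 h to up to 46 uM compound at 32C, where p53 is wild-type in conformation. Viability read as ATP luminescence and normalised to DMSO and 100 uM tamoxifen. AC50 fitted with the Hill equation.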
IkB signaling – IkB Signaling | ABC-DLBCL IkBa-CBG/CBR dual luciferase ratio, 4 h; response scale: scaled: untreated 0%, proteasome inhibitor 100% | Potency, µM (doses to about 57.1 µM), without a hit: top-dose IkBa stabilization activation | hit rate 0.04% among 110,000 | AID 445, 2006; active = well fitted curve in the direction sought with a large enough effect in the signal ratio, not every such curve was filed as active; inconclusive = small, poorly fitted or top-dose-only effect, or a change in a side signal; the % refers to the signal ratio;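 also: the direction sought is a rising ratio; 0% = basal untreated cells and 100% = reference inhibitor full response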
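Curves were fitted separately to fusion (green), unfused (red) and ratio luminescence, then classed by r2, magnitude and activity. Cells: OCI-Ly3, 4 h compound plus doxycycline at 37C; 10 uM MG-132 defined full response.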
The depositor's hits bear a star; ? = inconclusive; . = no result given; [ ] = dose if it differs, or a comment. Unless noted, calls follow the shape of the dose curve; as a rule, active = well fitted curve in the direction sought with a large enough effect; inconclusive = small, poorly fitted or top-dose-only effect, or another doubt; inactive = no such curve, though single readings can be large; an effect the other way counts as inactive or inconclusive. Unless noted, % is scaled to controls: 0 for no effect and ±100 for the full control effect; potency is read from the fitted curve at half-maximal effect.

Molecule	p53ts 39C tox	Imprint erasure	p53ts 32C tox	IkB signaling
Cc1cc(C)nc(/N=C2\NC(=O)CC(C(=O)O)N2CCc2c[nH]c3ccccc23)n1 (stereo not drawn)	-2%	-3%	-5%	0.0%
CCOC(=O)c1ccc(N2C(=O)C(O)=C(C(C)=O)C2c2ccc(O)c(OC)c2)cc1 (stereo not drawn)	16%	-9%	11%	0.1%
O=C(CCCn1c(=O)oc2ccccc21)N1CCc2ccccc2C1	-21%	-2%	-20%	0.0%
COc1cccc(-c2cc(C(=O)N3CCN(c4ccc(F)cc4)CC3)no2)c1	8%	-18%[10.9 µM]	-3%	7.4%
Cc1ncc(C[n+]2csc(CCO)c2C)c(N)n1	7%[20.6 µM]	4%[16.8 µM]	5%[20.6 µM]	-0.9%[25.6 µM]
Cc1cc(C)cc(N2CC(c3nnc(NC(=O)c4ccco4)s3)CC2=O)c1 (stereo not drawn)	34%[activator]	-13%[10.9 µM]	-3%	3.5%
COC(=O)c1ccc(NC(=O)CCn2cccc2)cc1	-3%	.	6%	.
Cc1ccc(S(=O)(=O)C2(C(=O)N3CCCC(C)C3)CC2)cc1 (stereo not drawn)	-1%	-9%	-1%	1.0%
[N-]=[N+]=N[C@@H]1[C@H](O)[C@H](CO)O[C@@H]1n1cnc2c(N)ncnc21	5%[9.22 µM]	10%[10.9 µM]	-2%[9.22 µM]	1.6%[11.4 µM]
CCC1=C2CC[C@H]3C(=O)N(CC)C(=O)[C@H]3[C@H]2[C@@]2(Cc3ccccc3)C(=NCC3CC3)OC(=O)N2C1=O	4%	-13%	11%	.
Cc1cn(COC/C=C/c2ccccc2)c(=O)[nH]c1=O	-3%	-4%	6%	-3.3%
Cc1cc(C)c(NC(=O)C2CCCN2CCC(C)C)c(C)c1 (stereo not drawn)	-7%	.	-17%	.
C=CCc1ccccc1OCCSc1nc(-c2ccc(C(C)(C)C)cc2)nc2cc(=O)[nH]n12	10µM*	-2%[10.9 µM]	?	-0.1%
COc1cc(O)c(C(=O)/C=C/c2ccccc2)c(O)c1	0%[9.22 µM]	.	4%[9.22 µM]	.
CCc1cccc2c3c([nH]c12)[C@@](CC)(CC(=O)O)OCC3	5%[20.6 µM]	-6%[16.8 µM]	4%[20.6 µM]	-1.0%[25.6 µM]
CCSc1nnc(Cn2c(=O)sc3ccccc32)n1-c1ccc(OC)cc1	-7%	-11%	2%	1.0%
COCCc1nnc(NC(=O)Cc2ccccc2)s1	2%	-2%	7%	-2.7%
O=C(NC1CCCCC1)c1ccc2c(c1)N(Cc1ccccc1F)C(=O)c1ccccc1S2	4%	-13%[10.9 µM]	15%	-1.2%
CCN(C(=O)c1cc2cc(Br)cc(OC)c2oc1=O)c1ccccc1	29%	-10%[10.9 µM]	11%	?
COc1ccc(N(CC(=O)NC(C)c2ccccc2)S(=O)(=O)c2c(C)nn(C)c2C)cc1 (stereo not drawn)	16%	17%[10.9 µM]	5%	0.7%
O=C(CSc1nnc(-c2cccnc2)n1Cc1ccccc1)NCc1ccccc1	16%	.	10%	.
OB(O)c1csc2ccccc12	-11%	-11%	-9%	.
CCC(C)NC(=O)CC(NS(=O)(=O)c1ccc(Cl)cc1)c1ccco1 (stereo not drawn)	-22%	-2%	-1%	0.2%
COc1cc2c(cc1NC(=O)CCCN1C(=O)CCC1=O)oc1ccccc12	-11%	-22%	2%	4.4%
COc1cc2c(cc1OC)C(c1ccc(F)cc1)N(c1ccccc1)C(=O)C2 (stereo not drawn)	1%	-7%[10.9 µM]	6%	2.4%
Cc1ccccc1CNC(=O)c1oc2c(c1C)-c1nn(Cc3ccc(Cl)cc3)cc1CC2	?	16%[10.9 µM]	6%	?
COc1ccc(C)cc1NC(=O)CCc1c(C)nn(-c2ccc(N3CCCCC3)nn2)c1C	?	-21%[10.9 µM]	-24%	?
CN1CCN(CCCNC(=O)c2ccc(CS(=O)(=O)c3ccc(Br)cc3)o2)CC1	-3%	-8%	-4%	-2.5%
O=C(CCn1c(=O)oc2ccccc21)Nc1cccc(Cl)c1	7%	-12%	3%	-0.2%
CCOC(=O)CNc1nc(OCC#N)nc(N2CCOCC2)n1	-8%	-6%	2%	-0.7%
CCCc1cc(=O)[nH]c(SCC)n1	-7%	2%	-17%	-2.3%
COc1ccc(-c2n[nH]c(C(F)(F)F)c2-c2cc3ccccc3o2)c(O)c1	-10%	-4%	0%	?
CCN(CCCNC(=O)CSc1cc(=O)n(CC)c2ccccc12)c1cccc(C)c1	?	2%[10.9 µM]	45%[activator]	?
CC(=O)OCC(=O)N1CCN(c2ccc([N+](=O)[O-])cc2)CC1	-10%	.	?	.
O=C(Nc1nc2c(Cl)cccc2s1)c1ccc(S(=O)(=O)N2CCc3ccccc32)cc1	8%	19%[10.9 µM]	1%	?
CC(C)c1ccc(CNc2n[nH]c(-c3ccco3)n2)cc1	?	-29%[10.9 µM]	-26%	0.3%
COc1ccc(N2CCN(Cc3cc(=O)oc4ccc(Cl)cc34)CC2)cc1	14%	-8%	2%	1.8%
Cc1ccccc1CSc1nc2c(c(=O)[nH]1)CCC2	5%	-11%	-4%	-0.1%
COC(=O)c1cc(-c2ccc(C)cc2)c2c(=O)n(C)c(=O)n(C)c2n1	-16%	-2%[10.9 µM]	3%	0.2%
COc1ccc(NC(=O)C2CCCN(S(=O)(=O)c3c(C)n[nH]c3C)C2)c(OC)c1 (stereo not drawn)	-3%	-9%	6%	3.6%
Cc1c(CC(=O)N2CCCCC2)c(=O)oc2c(C)c3occ(C(C)(C)C)c3cc12	-13%	-12%[10.9 µM]	-2%	?
COc1ccc(N2CCN(S(=O)(=O)c3ccc(F)c(C(=O)Nc4ccccc4Cl)c3)CC2)cc1	?	-16%[10.9 µM]	?	?
C=CCn1c(-c2cccc(Cl)c2)n[nH]c1=S	13%	-8%	0%	0.7%
COCCN(CCOC)C(=O)c1sc2nc(-c3ccccc3)cn2c1C	-2%	2%	-11%	0.0%
O=c1c2c(n3cnnc3n1C1CCCCC1)-c1ccccc1CC21CCCCC1	8%	.	4%	.
CCN(CC)S(=O)(=O)c1ccc(-c2nnc(SCC(=O)N3c4ccccc4CC3C)o2)cc1 (stereo not drawn)	-14%	0%	1%	1.2%
CCCC1c2ccc(C)n2CCN1C(=O)Nc1ccccc1Cl (stereo not drawn)	-13%	.	-20%	.
Fc1ccc(-c2csc(-c3nc(-c4ccc(Br)s4)cs3)n2)cc1	-1%	-4%[10.9 µM]	7%	0.5%
O=C(OCC1CCCO1)c1ccc2c(c1)N(Cc1ccc(F)cc1)C(=O)c1ccccc1S2(=O)=O (stereo not drawn)	-9%	-7%[10.9 µM]	5%	-0.8%
O=C(COC(=O)c1cccs1)NCC1CCCO1 (stereo not drawn)	-6%	-4%	-4%	-1.3%

A draw from above in order of count of non-hydrogen atoms, ascending.
Molecule	p53ts 39C tox	Imprint erasure	p53ts 32C tox	IkB signaling
CCCc1cc(=O)[nH]c(SCC)n1	-7%	2%	-17%	-2.3%
C=CCn1c(-c2cccc(Cl)c2)n[nH]c1=S	13%	-8%	0%	0.7%
O=C(COC(=O)c1cccs1)NCC1CCCO1 (stereo not drawn)	-6%	-4%	-4%	-1.3%
Cc1ccccc1CSc1nc2c(c(=O)[nH]1)CCC2	5%	-11%	-4%	-0.1%
CC(C)c1ccc(CNc2n[nH]c(-c3ccco3)n2)cc1	?	-29%[10.9 µM]	-26%	0.3%
O=C(CCn1c(=O)oc2ccccc21)Nc1cccc(Cl)c1	7%	-12%	3%	-0.2%
CCCC1c2ccc(C)n2CCN1C(=O)Nc1ccccc1Cl (stereo not drawn)	-13%	.	-20%	.
COC(=O)c1cc(-c2ccc(C)cc2)c2c(=O)n(C)c(=O)n(C)c2n1	-16%	-2%[10.9 µM]	3%	0.2%
COCCN(CCOC)C(=O)c1sc2nc(-c3ccccc3)cn2c1C	-2%	2%	-11%	0.0%
COc1ccc(N2CCN(Cc3cc(=O)oc4ccc(Cl)cc34)CC2)cc1	14%	-8%	2%	1.8%
Cc1c(CC(=O)N2CCCCC2)c(=O)oc2c(C)c3occ(C(C)(C)C)c3cc12	-13%	-12%[10.9 µM]	-2%	?
O=C(Nc1nc2c(Cl)cccc2s1)c1ccc(S(=O)(=O)N2CCc3ccccc32)cc1	8%	19%[10.9 µM]	1%	?
Cc1ccccc1CNC(=O)c1oc2c(c1C)-c1nn(Cc3ccc(Cl)cc3)cc1CC2	?	16%[10.9 µM]	6%	?
CCN(CC)S(=O)(=O)c1ccc(-c2nnc(SCC(=O)N3c4ccccc4CC3C)o2)cc1 (stereo not drawn)	-14%	0%	1%	1.2%
COc1ccc(N2CCN(S(=O)(=O)c3ccc(F)c(C(=O)Nc4ccccc4Cl)c3)CC2)cc1	?	-16%[10.9 µM]	?	?
O=C(OCC1CCCO1)c1ccc2c(c1)N(Cc1ccc(F)cc1)C(=O)c1ccccc1S2(=O)=O (stereo not drawn)	-9%	-7%[10.9 µM]	5%	-0.8%

Next compounds follow:
Molecule	p53ts 39C tox	Imprint erasure	p53ts 32C tox	IkB signaling
Cn1c(=O)cc(SCC(=O)N2CCN(c3ccc(F)cc3)CC2)c2ccc(Cl)cc21	15%	-2%[10.9 µM]	15%	-3.3%
Cc1cccc(N(CC(=O)Nc2c(C)n(C)n(-c3ccccc3)c2=O)S(C)(=O)=O)c1C	-3%	-5%	-8%	0.5%
CCOC(=O)c1ccc(N2C(=O)c3[nH]nc(-c4ccc(C)cc4)c3C2c2cccs2)cc1 (stereo not drawn)	-23%	-6%[10.9 µM]	0%	?
Cc1ccccc1C(=O)Nc1cccc(NC(=O)c2ccc(C(C)(C)C)cc2)c1	13µM*	-24%[10.9 µM]	10µM*	17%
Clc1ccc(-c2noc(-c3cccnc3NCc3ccco3)n2)cc1	-11%	-17%[10.9 µM]	2%	-1.7%
CCOC(=O)c1sc(NC(=O)c2cccs2)cc1C	?	-68%[inhibitor]	?	0.7%
O=C(NCC(c1cccs1)N1CCOCC1)c1ccc(Cl)s1 (stereo not drawn)	2%	-17%	10%	-0.9%
CCN(CC)CCOC(=O)CCc1cccc2ccccc12	4%	.	-4%	.
Cc1noc(COc2ccccc2OCc2onc(C)c2Cl)c1Cl	-2%	.	8%	.
COc1ccccc1NC(=O)CSc1nnc2c(n1)[nH]c1ccccc12	-28%	-15%[10.9 µM]	-21%	?
Cc1cc(C)n(-c2nnc(C)n2NS(=O)(=O)c2ccc(F)cc2)n1	-15%	12%	0%	1.2%
Cc1ccc(NCc2cccn2-c2nnc(N3CCC(C(=O)NCc4ccccc4C)CC3)s2)cc1	-4%	-15%[10.9 µM]	4%	?
COc1cccc(C2C=C(c3ccc(C)cc3)Nc3c(C(=O)Nc4ccc(F)cc4)cnn32)c1OC (stereo not drawn)	-7%	5%[10.9 µM]	13%	?
CCOC(=O)C1(CCSC)NC(c2ccco2)C2C(=O)N(C)C(=O)C21 (stereo not drawn)	-8%	16%	-11%	9.9%
CCc1ccc(N2C(=O)CSC23C(=O)N(Cc2cccc(OC)c2)c2ccccc23)cc1 (stereo not drawn)	-10%	2%[10.9 µM]	1%	?
CC(C)OC(=O)c1nn2c(C(F)(F)F)cc(-c3ccco3)nc2c1Cl	-3%	.	5%	.
Cc1ccccc1CN1CCC(CNc2ncnc3onc(-c4ccc(F)cc4)c23)CC1	-9%	-4%[10.9 µM]	-2%	-0.7%
Cc1cccc(-n2c(O)c(C=Nc3c(C)n(C)n(-c4ccccc4)c3=O)c3ccccc3c2=O)n1	2%	1%	6%	0.6%
